# pAkt inh = blocks phosphorylation of Akt; Neuro2A IGF-stimulated pAkt S473 HTRF, 20 min; active compounds read low; activity change, % for hits at 50 µM; 0.32% of 360,000 active; AID 651550; in the data active means activity change below about -80%; inconclusive means mostly about -51% to -80%; further: on the % scale 0 is the no-effect control and ±100 the full control effect
#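 Neuro2A cells (4,500/well, DMEM with 0.5% FBS) were treated with compound at a single 50 µM final concentration, stimulated with 6 nM IGF for 20 min at 37 °C, and lysed. Phospho-Akt Ser473 was read by HTRF as 665/615 ratio ×10^4.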
# MmCpn inh = inhibitors of Methanococcus maripaludis chaperonin (MmCpn). AID 504842. Potency, µM (highest dose often 76.9 µM), for inactives: at the highest dose activity, negative = inhibition, most hits filed as inhibitors. purified Mm-Cpn ATPase, ADP Transcreener TR-FRET. 0.031% of 330,000 active; further: potency means the concentration at half of the fitted maximal effect; on the % scale 0 is the no-effect control and ±100 the full control effect; nearly all actives have a fitted effect of over 80% in size
#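 Quantitative HTS used 25 nM Mm-CPN and 10 uM ATP in magnesium/KCl Tris buffer, pH 7.4, with 1 mM DTT. Hydrolysis ran 30 min at 37°C; ADP was read by HTRF.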
# EPAC2 agonist = activates human EPAC2 exchange factor | EPAC2 activation, biochemical qHTS; response scale: 100% = 6.5 mM cAMP response | Potency, µM (titrated, usually from 154 µM), without a hit: at the highest dose activation, usual class: activators | 0.079% of 360,000 active; further: potency means the concentration at half of the fitted maximal effect; nearly all actives have a fitted effect of over 50% in size
#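 Each well held 100 nM EPAC2, 250 nM RAP1B-BODIPY-GDP and 50 uM GDP. Fluorescence, read at 5-min intervals to 30 min, was referenced to a 6.5 mM cAMP positive control.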
# EPAC2 antag = blocks human EPAC2 exchange factor | 0.18% of 360,000 active | Q8WZA2 | AID 720708 | Potency, µM (series often up to 114 µM), for inactives: at the top dose activity, negative = inhibition, most hits filed as inhibitors | EPAC2 GEF exchange of Rap1B-BODIPY-GDP, fluorescence; further: potency means the concentration at half of the fitted maximal effect; on the % scale 0 is the no-effect control and ±100 the full control effect; nearly all actives have a fitted effect of over 45% in size; many of its hits are not listed in these tables
# CCT modulator = modulators of cytosolic chaperonin (CCT/TRiC) activity | purified chaperonin ATPase assay, HTRF ADP detection, 30 min | activity change, % (no concentration beside the values), hits read low | 0.3% of 360,000 active; in the data active means activity change below about -30%; further: on the % scale 0 is the no-effect control and ±100 the full control effect
#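 TRiC at 40 or 20 nM final (batch-dependent) in 30 mM Tris pH 7.4, 100 mM KCl, 5 mM MgCl2, 1 mM DTT, with compound at single 76 uM and 10 uM ATP, 30 min at 37 deg C. ADP detected by HTRF Transcreener, 665/615 ratio.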
# PTHR1 ag = PTHR1 (human) receptor agonism | HEK293 GP2 PTHR1 cells, GloSensor cAMP luminescence, 1 h | Potency, µM (doses to about 115 µM), for the others: at the highest dose activation, most hits filed as activators | 0.075% of 410,000 active | AID 743266; further: potency means the concentration at half of the fitted maximal effect; nearly all actives have a fitted effect of over 55% in size; some results filed as inactive show a strong effect at the top dose; inactives centre near -15; many of its hits are not listed in these tables
# Target sequence (Q03431 whole entry, looked up): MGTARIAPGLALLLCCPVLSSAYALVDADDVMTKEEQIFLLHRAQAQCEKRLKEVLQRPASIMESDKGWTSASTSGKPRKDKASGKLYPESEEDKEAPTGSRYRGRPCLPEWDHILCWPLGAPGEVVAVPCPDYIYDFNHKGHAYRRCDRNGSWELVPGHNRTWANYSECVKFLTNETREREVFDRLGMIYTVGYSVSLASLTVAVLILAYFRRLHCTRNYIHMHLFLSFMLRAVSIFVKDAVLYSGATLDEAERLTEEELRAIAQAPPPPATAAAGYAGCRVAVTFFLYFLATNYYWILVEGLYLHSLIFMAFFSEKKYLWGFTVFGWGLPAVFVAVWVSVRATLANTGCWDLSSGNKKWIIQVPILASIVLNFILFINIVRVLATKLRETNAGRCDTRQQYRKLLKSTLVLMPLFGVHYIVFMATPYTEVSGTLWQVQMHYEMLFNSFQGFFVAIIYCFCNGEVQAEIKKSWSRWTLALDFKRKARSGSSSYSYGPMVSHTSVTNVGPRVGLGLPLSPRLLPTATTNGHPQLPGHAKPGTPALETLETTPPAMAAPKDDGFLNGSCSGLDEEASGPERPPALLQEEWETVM
#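 HEK-293-derived GP2 cells expressing PTHR1 and a GloSensor cAMP reporter, 3,000/well, plated overnight, given luciferin plus IBMX (each 0.5 mM as added) for 1 h at 37 °C, then compound for 1 h at 37 °C. Luminescence was read after 15 min at room temperature.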
# D3 antag = blocks the human D3 dopamine receptor | P35462 | D3R cells, DiscoveRx beta-arrestin luminescence, antagonist mode; active compounds read low | max response, negative = inhibition, % | 2.5% of 360,000 active; in the data active means max response below about -50%; inconclusive means no clear call, values can overlap the other calls; further: on the % scale 0 is the no-effect control and ±100 the full control effect; mostly tested at two doses, the higher about 12 µM
# Target sequence (P35462 whole entry, looked up): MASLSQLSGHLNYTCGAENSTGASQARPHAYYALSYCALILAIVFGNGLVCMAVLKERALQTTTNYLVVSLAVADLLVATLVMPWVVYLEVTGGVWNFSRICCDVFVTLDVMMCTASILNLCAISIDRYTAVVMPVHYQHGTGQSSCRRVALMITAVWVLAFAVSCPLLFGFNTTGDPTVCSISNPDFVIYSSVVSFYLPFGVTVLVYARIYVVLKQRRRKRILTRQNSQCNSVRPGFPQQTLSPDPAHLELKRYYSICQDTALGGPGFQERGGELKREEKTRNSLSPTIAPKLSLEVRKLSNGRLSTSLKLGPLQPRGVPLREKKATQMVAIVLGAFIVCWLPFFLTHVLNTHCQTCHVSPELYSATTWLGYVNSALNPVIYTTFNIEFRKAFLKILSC
#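 Cells plated overnight at 1500 cells/well, then exposed to library compounds with dopamine controls for 90 minutes at 37 degrees C. DiscoveRx reagent added for 30–60 minutes at room temperature; luminescence read, quantitative HTS format.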
# D3 ag = D3 dopamine receptor (human) agonism; P35462; AID 652048; max activation, %; D3R DiscoveRx beta-arrestin cells, luminescence, 90 min; 0.58% of 410,000 active; in the data active means max activation above about 30%; further: 0% is about no effect; mostly tested at two doses, the higher about 12 µM
#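 Agonist mode: compounds and dopamine controls were applied to plated cells for 90 min at 37 degrees C after an overnight attachment at 1500 cells/well. Luminescent read-out followed 30 - 60 minutes at room temperature with DiscoveRx detection reagent.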
# The depositor's hits bear a star; i = inactive; u = inconclusive; x = no result given; [ ] = another dose, or the depositor's remark. Unless noted, the call rests on the fitted dose curve; in most records, active means well fitted curve in the direction sought with a large enough effect; inconclusive means small, poorly fitted or top-dose-only effect, or another doubt; inactive means no such curve, though single readings can be large; an effect the other way counts as inactive or inconclusive. Not all compounds are listed; the hit share may differ from the screen's.
SMILES,pAkt inh,MmCpn inh,EPAC2 agonist,EPAC2 antag,CCT modulator,PTHR1 ag,D3 antag,D3 ag
O=C(COc1coc(CN2CCN(c3ccccc3)CC2)cc1=O)NC1CCCCC1,i,-2%,17%,-8%,-0.4,-65%[inhibitor],-22,0
Cc1ccc(OC(F)F)c(NC(=O)Nc2cccc(C(F)(F)F)c2)c1,i,2%,-2%,u,-1.7,i,-28,-50
S=C(NCc1ccco1)NCC1CCCO1 (centres undefined),i,2%,4%,4%,0.3,i,8,7
CCSc1nnc(-c2cccc(S(=O)(=O)N(C)C)c2)n1-c1cc(OC)ccc1OC,i,-2%,3%,9%,-1.5,-6%,20,-5
COc1ccc(-c2csc(NC(=O)CCN3C(=O)C4CC=CCC4C3=O)n2)cc1OC (centres undefined),i,0%,1%,-8%,-0.1,-39%[inhibitor],21,4
CC1(C)CC(=O)C=C(c2n[nH]nc2-c2ccccc2)C1,i,x,5%,-4%,-1.8,-20%,-4,-5
COCc1cc(C)[nH]c(=O)c1C#N,i,-2%,-1%,8%,2.2,-5%,-53*,-10
O=C(COc1ccc(F)cc1)N(Cc1ccc(Cl)cc1)C1CCS(=O)(=O)C1 (centres undefined),i,0%,0%,-5%,-0.3,i,4,0
CCOc1nc(-c2ccccc2)ccc1-c1noc(COC)n1,i,1%,23%,-9%,-1.6,-8%[57.5 µM],20,-2
CCCCNC(=O)C1(C)CCCCN1C(=O)c1cc(C)n(C(C)(C)C)n1 (centres undefined),i,x,4%,4%,-1.7,-3%,28,4
Cc1nc(C)n(CC(O)COc2ccc(C(=O)c3ccccc3)cc2)n1 (centres undefined),i,0%,1%,-3%,-9.5,-31%,-5,-3
CCc1nc2ccc(C(=O)N3CCN(CC)CC3)cc2nc1CC,i,1%,2%,7%,-1.9,i,-22,-2
S=C1SCN(Cc2ccccc2)CN1Cc1ccco1,i,x,-1%,-13%,2.1,i,5,-2
COc1cc(C(=O)N/N=C(\Cc2ncc[nH]2)c2ccccc2)cc(OC)c1OC,i,2%,-1%,-2%,0.1,i,0,-4
O=C1CSC(c2ccccc2Br)N1c1ccc(Cl)cn1 (centres undefined),i,2%,7%,-10%,2.1,-41%,-5,-8
NC(=O)CC(NC(=O)Cc1cccc2ccccc12)c1ccc(NCc2ccccn2)c([N+](=O)[O-])c1 (centres undefined),i,1%,-12%,-11%,1.3,i,1,-11
Cc1nc2ccc(Br)cc2c(=O)n1Cc1cccs1,i,x,14%,-8%,-0.6,i,-15,-6
COc1ccc(OC)c(CN2CCCC(CCC(=O)N(C)CCc3ccccn3)C2)c1 (centres undefined),i,0%,3%,-3%,-7.4,-24%,-6,-6
COc1cc(/C=N/NC(=O)c2cc(-c3ccco3)nc3ccccc23)cc(OC)c1O,i,-2%,-4%,-1%,1.3,-10%,1,4
Cc1ccc(C(=O)NCC(=O)OCC(=O)c2ccc3c(c2)NC(=O)CO3)cc1,i,-1%,3%,-4%,0.4,i,11,-4
C#CCOCCOCCOCCNc1nc(N2CCN(C(=O)C([C@@H](C)O)n3cc([C@@H](N)CCCCN)nn3)CC2)nc(N2CCN(C(=O)[C@H](CCCN=C(N)N)n3cc(C(N)[C@@H](C)CC)nn3)CC2)n1 (some centres undefined),i,1%,7%,2%,-1.5,i,2,-6
CN(C)CC1CCCCC1OC(=O)c1ccc(Cl)cc1 (centres undefined),i,0%,-5%,2%,-0.6,i,0,-3
O=C(CN=C1NS(=O)(=O)c2ccccc21)OCC(=O)c1cc(F)ccc1F,i,0%,0%,-9%,-1.9,i,-7,-1
CC(OC(=O)CN(C)S(=O)(=O)c1ccc(Cl)cc1)C(=O)Nc1cccc(Cl)c1 (centres undefined),-98%*,1%,-3%,-5%[57.1 µM],2.3,-20%[57.5 µM],0,0
O=C(O)c1ccccc1C(=O)Nc1ccc(Oc2cccc(C(F)(F)F)c2)nc1,i,1%,0%,-4%,-2.9,i,8,0
CC(=O)Nc1ccc2[nH]ccc2c1,i,1%,6%,3%,-2.6,8%,3,8
O=C(O)/C=C\C(=O)NCc1ccccc1,i,1%,4%,4%,-3.1,i,23,2
O=C(Nc1ccc(Oc2cccnc2)cc1)C1CCN(Cc2cccc(Cl)c2)CC1,i,-2%,8%,5%,0.9,u,-11,-6
CCc1ccc(C(=O)Nc2ccc(OC)c(S(=O)(=O)N3CCCCC3)c2)cc1,i,1%,12%,-11%,-1.9,-43%[inhibitor],2,-3
CN(CCc1ccccc1)C(=O)c1ccc(NC(=O)Cc2cccc(NC(=O)C3CCN(C(=O)C4CCCCC4)CC3)c2)cc1,i,x,-1%,1%,1.6,-17%,34,14

# Looked up one by one from the entries so far:
SMILES,pAkt inh,MmCpn inh,EPAC2 agonist,EPAC2 antag,CCT modulator,PTHR1 ag,D3 antag,D3 ag
O=C(COc1coc(CN2CCN(c3ccccc3)CC2)cc1=O)NC1CCCCC1,i,-2%,17%,-8%,-0.4,-65%[inhibitor],-22,0
CCSc1nnc(-c2cccc(S(=O)(=O)N(C)C)c2)n1-c1cc(OC)ccc1OC,i,-2%,3%,9%,-1.5,-6%,20,-5

# Entries of single compounds as entered above. Order of screens: pAkt inh, MmCpn inh, EPAC2 agonist, EPAC2 antag, CCT modulator, PTHR1 ag, D3 antag, D3 ag
# COc1ccc(OC)c(CN2CCCC(CCC(=O)N(C)CCc3ccccn3)C2)c1 (centres undefined) is entered as i, 0%, 3%, -3%, -7.4, -24%, -6, -6
# CC(OC(=O)CN(C)S(=O)(=O)c1ccc(Cl)cc1)C(=O)Nc1cccc(Cl)c1 (centres undefined) is entered as -98%*, 1%, -3%, -5%[57.1 µM], 2.3, -20%[57.5 µM], 0, 0
# O=C(CN=C1NS(=O)(=O)c2ccccc21)OCC(=O)c1cc(F)ccc1F is entered as i, 0%, 0%, -9%, -1.9, i, -7, -1

# Further entries:
SMILES,pAkt inh,MmCpn inh,EPAC2 agonist,EPAC2 antag,CCT modulator,PTHR1 ag,D3 antag,D3 ag
O=C(CNC(=O)c1ccco1)Nc1cc(Cl)ccc1N1CCOCC1,i,0%,28%,21%,-0.6,i,-20,-6
CC(C)(C)c1nc(S(=O)(=O)c2ccc(Cl)cc2)c(N2CCOCC2)o1,i,3%,6%,0%,-2.9,-1%,-28,-8
O=C(Nc1ccc(OC(F)(F)F)cc1)C1CCCCN1S(=O)(=O)c1ccccc1 (centres undefined),i,3%,4%,-18%,1.9,-55%[inhibitor],-5,5
CCCCn1c(N)c(N(CC(C)C)C(=O)C2CCN(C(=O)c3ccc(F)cc3)CC2)c(=O)[nH]c1=O,i,1%,-2%,-1%,-0.2,-28%,11,1
COc1ccc(C2c3c(ccc4ccccc34)Oc3ncn4nc(CO/N=C/c5ccccc5)nc4c32)cc1 (centres undefined),i,2%,8%,-3%[57.1 µM],-1.3,u,21,1
CCN(CC(=O)Nc1ccccc1C(F)(F)F)C(=O)CN1C(=O)NC(C)(c2ccccc2)C1=O (centres undefined),i,-1%,4%,-1%,0.3,-12%,-19,-5
Cc1ccc2nc(-c3ccccc3)cc(C(=O)N3CCN(S(=O)(=O)c4c(C)noc4C)CC3)c2c1,i,1%,25%,-10%,0.7,-3%,50,5
COc1ccc(NC(=O)C2CCCN2S(=O)(=O)c2ccc(C)cc2)cc1 (centres undefined),i,0%,7%,-2%,-1.0,i,18,-20
Cc1ccc(C)c(CSCc2nc3ccccc3[nH]2)c1,i,-1%,11%,u,0.7,-8%,2,2
CC(C)(C)c1nnc2sc(SCC(=O)c3ccc4c(c3)OCCO4)nn2c1=O,i,-21%,12%,-2%,-8.7,-2%,-20,-3
CCN(CC(=O)Nc1ccc(NC(C)=O)cc1)C(=O)CSc1nnc(-c2ccco2)n1CC,i,3%,4%,23%,-4.7,i,-2,4
CSc1ccccc1OCc1cc(C(=O)N(C)C2CCCc3ccccc32)no1 (centres undefined),i,-2%,8%,-10%,0.6,-4%,7,-11
CN(C(=O)CC1C(=O)NCCN1Cc1ccc(F)c(F)c1)C1CCCCC1 (centres undefined),i,1%,-4%,-4%,-0.4,i,-21,-7
COCCNC(=S)N1CCN(c2nc(-c3ccccc3)cs2)CC1,i,0%,10%,0%,-0.7,-75%[inhibitor],27,0
Cc1sc2ncnc(NCc3ccccc3)c2c1C,i,0%,3%,6%,-1.1,-23%[57.5 µM],0,1
O=C(/C=C/Nc1cccc(F)c1)c1ccco1,i,-1%,-6%,-2%,0.8,-20%,-12,1
Cc1onc(-c2c(F)cccc2Cl)c1C(=O)N1CCOC12CCCCC2,i,-1%,0%,3%,0.5,-9%,2,4
Cc1cc(N2CCCC2=O)ccc1S(=O)(=O)NC1CCCCC1,i,-2%,6%,-8%,-0.7,-9%,-2,7

# Looked up above.
# For D3 antag, CSc1ccccc1OCc1cc(C(=O)N(C)C2CCCc3ccccc32)no1 (centres undefined) is entered as 7
# For EPAC2 agonist, Cc1ccc2nc(-c3ccccc3)cc(C(=O)N3CCN(S(=O)(=O)c4c(C)noc4C)CC3)c2c1 is entered as 25%

# Screening results from PubChem.
